# Source: PubChem BioAssay (several laboratories)
# CaV13 FRET inh: Primary screen for inhibitors of IQ motif and Ca2+-dependent inactivation inhibitor domain binding in CACNA1D, Förster resonance energy transfer in living cells, …; HEK cells, CFP/YFP FRET ICDI-IQ, plate reader, 10 min; percent FRET-ratio fall versus neutral wells; inhibition, % at 12.3 µM; actives 0.098% (n = 340,000); AID 743397;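 active = mean replicate inhibition of at least 30% and at least 1% of replicates passing that level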;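 note: 0% = median of the neutral control wells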
# HTR2A ag: activates the mouse 5-HT2A serotonin receptor. P35363. CHO-K1 mHTR2A beta-arrestin complementation, luminescence; percent of 30 µM serotonin response. activation, % at 7.6 µM. actives 0.66% (n = 360,000). AID 624169;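 active = activation above a run cutoff, the mean activation of all tested compounds plus 3 SD, cut at about 14% in these data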;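 note: 0% = plate median of compound wells and 100% = 30 µM serotonin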
# Target sequence (P35363 whole entry, looked up): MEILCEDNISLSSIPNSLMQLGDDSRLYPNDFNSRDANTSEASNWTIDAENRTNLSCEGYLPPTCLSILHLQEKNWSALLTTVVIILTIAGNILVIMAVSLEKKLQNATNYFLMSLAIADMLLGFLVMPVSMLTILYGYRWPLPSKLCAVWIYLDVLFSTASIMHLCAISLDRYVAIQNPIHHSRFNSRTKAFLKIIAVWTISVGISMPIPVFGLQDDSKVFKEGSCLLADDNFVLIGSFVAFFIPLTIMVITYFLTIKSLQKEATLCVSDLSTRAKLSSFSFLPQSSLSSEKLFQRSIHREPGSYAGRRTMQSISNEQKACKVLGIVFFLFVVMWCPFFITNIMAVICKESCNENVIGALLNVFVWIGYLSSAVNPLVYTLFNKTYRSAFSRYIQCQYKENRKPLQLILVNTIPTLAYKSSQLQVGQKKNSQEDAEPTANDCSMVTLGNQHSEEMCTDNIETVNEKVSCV
# ABCB6 inh 2: inhibitors of human ABC transporter ABCB6. fluorescence ratio to DMSO, % at 10 µM. K562-ABCB6 porphyrin accumulation, flow cytometry, 1 h; hits give low values. actives 0.19% (n = 360,000). AID 602162. Q9NP58;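 active = fluorescence ratio to DMSO below 75%, the collection mean minus 3 SD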;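 note: signal is porphyrin accumulated inside mitochondria; 100% equals median channel fluorescence of DMSO control wells; lower ratio means ABCB6 inhibition with less porphyrin fluorescence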
# Cardio protect: modulators protecting cardiomyocytes from myocardial damage; H9c2 cardiomyocytes, H2O2 injury protection, ATPLite, 2 h; actives 0.63% (n = 360,000); protection from H2O2 cell death, % at 20 µM;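 active = compounds giving at least 50% protection of heart cells from peroxide-induced death in the single-dose screen, raw or plate-pattern-corrected value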;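 note: 0% = DMSO wells with peroxide and 100% = DMSO wells without peroxide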
# hiPSC survival: increases survival of single human iPS cells; survival enhancement, % at 20 µM; actives 0.044% (n = 360,000); hiPSC single-cell survival, ATPlite luminescence; 100% = ROCK inhibitor wells, 0% = DMSO; in the data active = survival enhancement above about 18%;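 note: cells exposed to compounds for 16 hours before the ATP read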
# Vif imaging: HIV Vif inhibition; inhibition, % at 7.49 µM; actives 0.35% (n = 340,000); HEK293T cells, Vif self-association by quenched fluorescence, imaging, 24 h; in the data active = inhibition above about 50%, passing the limit was not always enough; note: some results filed as inactive read as strong as hits
# aDG glyco up: alpha-DG glycosylation activation. actives 0.22% (n = 360,000). activation, % at 10 µM. Pro5-aDG cells, alpha-DG glycosylation AlphaScreen (IIH6); 0% Pro5, 100% B10-LARGE cell signal;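 active = activation of at least 8% versus controls, or a plate z-score of at least 8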;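 note: Pro5 are CHO cells carrying HIG-tagged alpha-DG that lacks glycosylation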
# PDI turbidity: PDI (human) enzyme inhibition. PDI insulin aggregation turbidity, A650, 90 min. inhibition, % at 10 µM. actives 0.052% (n = 350,000). AID 588391;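 active = mean inhibition across replicates of 30% or more, whatever share of single replicates reach that level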;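 note: absorbance from insulin aggregation driven by PDI reduction with DTT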
# Target sequence (P07237 whole entry, looked up): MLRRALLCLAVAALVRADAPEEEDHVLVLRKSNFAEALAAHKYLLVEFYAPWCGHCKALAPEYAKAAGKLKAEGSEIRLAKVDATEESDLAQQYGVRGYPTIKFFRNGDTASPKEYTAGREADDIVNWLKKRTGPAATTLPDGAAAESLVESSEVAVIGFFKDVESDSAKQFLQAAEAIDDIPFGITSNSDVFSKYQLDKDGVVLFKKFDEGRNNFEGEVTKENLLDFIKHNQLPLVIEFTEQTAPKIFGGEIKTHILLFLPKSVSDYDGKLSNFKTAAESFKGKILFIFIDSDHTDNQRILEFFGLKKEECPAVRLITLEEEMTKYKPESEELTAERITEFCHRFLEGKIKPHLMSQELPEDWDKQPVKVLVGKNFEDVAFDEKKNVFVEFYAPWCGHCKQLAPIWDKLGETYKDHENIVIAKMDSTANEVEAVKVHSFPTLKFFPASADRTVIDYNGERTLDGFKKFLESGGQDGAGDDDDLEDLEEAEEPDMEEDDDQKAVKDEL
# N-glyco inh: N-linked glycosylation inhibition; D54 ERlucT glycosylation luciferase reporter, 24 h; percent of 100 nM tunicamycin response; reporter increase, % at 12.5 µM; actives 0.23% (n = 360,000);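 active = mean luciferase reporter signal, scaled so untreated is 0 and the glycosylation-blocking control 100, at or above a set limit in every replicate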;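 note: luciferase carries N-glycosylation sites so blocking glycosylation raises the light; 0% = median of neutral control wells and 100% = median of 100 nM tunicamycin wells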
# Exocytosis inh: blocks lytic granule exocytosis; TALL-104 LAMP-1 surface exposure, flow cytometry; cells stimulated with thapsigargin and PMA; AID 651702; actives 0.66% (n = 360,000); inhibition, % at 10 µM;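 active = inhibition above about 55%, limit read from the data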
# Numbers without * were called inactive; . = not tested or not shown.
canonical_smiles,CaV13 FRET inh,HTR2A ag,ABCB6 inh 2,Cardio protect,hiPSC survival,Vif imaging,aDG glyco up,PDI turbidity,N-glyco inh,Exocytosis inh
COc1ccc(OC)c(Nc2c3c(nc4ccccc24)CCC3)c1,-4,-6,107,-8,-0.7,-10,-0.2,-1,13,58*
O=C(Nc1ccc([N+](=O)[O-])cc1)c1nc[nH]c1C(=O)NC1CCCCC1,-19,3,105,27,-3.7,-4,-0.8,1,-7,0
O=C(COC(=O)/C=C/c1ccc(Cl)cc1)NC1CCCC1,-5,-6,98,-2,-0.6,4,-0.3,-6,1,-5
CSCCC(NC(=O)C1CCCC1)c1nnc2ccccn12 (centres undefined),-2,-2,98,3,2.2,2,0.3,3,1,0
CC(C)(C)NC(=O)NC(=O)Cn1ccsc1=N,-3,0,95,4,0.2,-6,-0.2,7,0,1
Cc1ccsc1/C=N/N=C1\C(=O)Nc2ccccc21,-5,-2,100,4,-2.2,-6,0.1,-5,3,-2
CC1=C(C(=O)OCc2ccccc2)C(c2ccoc2)C(C#N)=C(N)O1 (centres undefined),-5,-1,95,0,-2.9,28,-0.2,-3,0,0
CCN(CC)CCCNC(=O)c1cc2c(=O)[nH]c3ccc(C)cc3c2s1,-4,-9,98,-1,0.0,-18,0.0,-2,12,-4
O=S(=O)(NC1=NCCC1)c1cccc(NC(=S)NCCc2ccccc2)c1,-4,-8,98,5,-1.6,.,0.0,6,4,-2
Cc1c(C(=O)NCc2ccc(C(C)C)cc2)sc(=O)n1Cc1cccc(F)c1,-5,-2,95,-1,-2.5,-8,0.0,-1,-1,-9
Cc1ccc(SCc2nc3ccccc3n2CC(=O)Nc2c(C)cccc2C)cc1,-5,-3,94,-5,0.9,19,0.2,11,0,9
Cc1ccccc1C=O,.,3,102,5,0.5,15,-0.3,.,1,2
CCOC(=O)N1CCN(c2c(N3CCN(c4ccccc4OC)CC3)c(=O)c2=O)CC1,-6,2,98,0,2.0,16,0.0,-1,1,-4
Cc1ccc2c(c1)N(CC(=O)NCCCN1CCOCC1)C(=O)c1cccnc1O2,-10,0,100,11,-1.1,14,-0.3,.,1,0
CC1(C)Cc2c(cnn2-c2ccccc2)C(NC(=O)c2ccc[n+]([O-])c2)C1 (centres undefined),-10,4,98,1,-0.4,-4,0.2,5,0,1
O=C(NCc1ccc(F)cc1)c1cc(S(=O)(=O)N2CCCCC2)ccc1Cl,-5,1,102,0,0.3,-2,0.6,-2,-1,-6
CCCCCCCNC(=O)C1(CC2CC(c3ccc(Cl)cc3)=NO2)CCN(C(=O)C2CCCC2)CC1 (centres undefined),-9,1,100,0,1.4,28,0.4,-2,-1,26
Cc1cc2ncn(C(=O)N3CCOCC3)c2cc1C,-2,0,94,2,0.0,1,-0.1,0,1,-3
CCCNC(=O)N1CCC(n2nccc2NC(=O)CCOc2ccccc2)CC1,-5,1,99,-2,0.3,2,3.7,3,0,0
CCCOc1ccccc1N/C(=N/c1nc(C)cc(C)n1)NC(=O)Nc1ccc(Cl)cc1,.,-5,113,-21,5.7,2,0.0,0,5,-3
Cc1ccc(C(=O)OCN2C(=O)c3ccccc3C2=O)c(O)c1,.,7,97,-1,0.6,3,0.0,-2,2,2
Cc1cc(OCC(=O)c2ccc(C(F)(F)F)cc2)n2cnnc2n1,-4,-2,96,-1,0.0,-7,0.1,-3,3,-1
Cc1ccc(OCC(=O)N2CCc3ccccc3C2)cc1C,-17,4,97,-5,1.0,5,0.2,-1,-1,-2
O=S(=O)(NCC1CN(S(=O)(=O)c2ccc3c(c2)OCCO3)C1)c1c(F)cccc1F,-14,1,93,-2,-1.4,-3,-0.3,5,-1,-3
OCC1OC(n2cnc3c(N4CCCC4)ncnc32)C(O)C1O (centres undefined),-18,-1,104,0,-0.1,12,-0.1,-6,5,1
COCCN1C(=O)c2ccc(C(=O)Nc3cccnc3)cc2C1=O,-6,3,93,5,-0.4,8,-0.1,5,3,6
O=C1CCC(=O)N1N1C(=O)C2C3c4ccccc4C(c4ccccc43)C2C1=O (centres undefined),-5,5,100,4,-1.0,-1,-0.3,-5,2,-1
COCCN(C(=O)c1csnn1)C(C(=O)NC(C)(C)C)c1cccc(OC)c1 (centres undefined),-8,-3,97,0,3.0,1,-0.3,-1,2,-2
CC(C)=CC(=O)O[C@@H]1Cc2c(ccc3ccc(=O)oc23)OC1(C)C,-5,2,104,8,10,-6,0.1,-2,-3,-1
c1cc(-c2ccoc2)n2ccnc2c1,-13,0,100,3,1.0,-3,0.0,4,-2,4
CC(=O)Oc1ccccc1Cn1c(C)c(C(=O)NCc2ccc(Cl)c(Cl)c2)sc1=O,7,-4,98,-6,-0.3,-2,0.3,12,-7,5
O=C(Nc1ccc(Cl)c(Cl)c1)Nc1ccccn1,-6,1,98,-2,-0.1,-11,0.0,0,1,-5
CCOC(=O)c1ccc(S(=O)(=O)N2CCC(N3CCCCCC3)CC2)cc1,-5,1,99,1,0.2,2,-0.1,3,-2,-9
CC(=O)c1ccc(NC(=O)COC(=O)c2c3c(nc4ccccc24)/C(=C\c2cccs2)CCC3)cc1,-14,2,75,15,1.5,-3,-0.3,-4,-6,12
Cc1ccc(OCCNC(=O)C2CC(=O)N(Cc3ccccc3)C2)cc1 (centres undefined),-5,0,100,8,4.1,1,-0.3,-1,1,-2
COc1ccc(C(=O)N2CCCN(C)CC2)cc1S(=O)(=O)N1CCCc2ccccc21,-5,-3,95,6,1.1,-4,-0.2,4,-1,0
COc1ccccc1CNC(=O)C1CCC(CNS(=O)(=O)c2ccc(NC(C)=O)cc2)CC1 (centres undefined),-5,1,95,0,0.8,4,0.1,3,-2,1
Cc1ccc(-c2nc3ccc(Cl)cn3c2CC2CCCCC2)cc1,.,-3,98,-12,-1.5,.,-0.3,.,-10,3
Cc1cc(N2CCN(c3ccccc3)CC2)nc(N2CCOCC2)n1,0,2,102,6,-0.2,-2,0.0,8,1,-2
COc1ccc(Cc2nc3ccc(C(=O)N(C)C(C)c4ccon4)cc3o2)cc1 (centres undefined),.,-2,105,-2,0.5,5,-0.2,-4,-1,-12
Cc1ccc(S(=O)(=O)N(CC(=O)Nc2ccc(C)c(Cl)c2)C(=O)N2CCN(C)CC2)cc1,-7,4,101,3,-0.4,-5,0.1,6,0,1
CCCSc1nnc(NC(=O)Nc2ccccc2)s1,-3,1,102,-16,0.6,0,0.0,2,-3,2
Cn1cnc(NCc2ccccc2)c1[N+](=O)[O-],-3,5,98,4,-0.1,-1,-0.3,1,1,2
CCOc1cc(C(=O)OCC(=O)Nc2ncc(Cl)c(C)c2Cl)ccc1OCC(=O)N1CCOCC1,-3,1,103,3,4.9,7,0.5,-2,1,4
COc1ccc(OC)c(C2C/C(=N/O)C(C)C(c3cc(OC)ccc3OC)N2)c1 (centres undefined),-3,2,95,-4,0.2,-1,0.2,10,0,-8
CC(OC(=O)c1cn(-c2ccccc2)nc1-c1cccnc1)C(N)=O (centres undefined),-5,2,97,2,-0.5,0,-0.4,4,0,4
Cc1ccc(S(=O)(=O)N2[C@@H](c3ccccc3)C(C(=O)O)=CC[C@H]2c2ccc(Cl)c(Cl)c2)cc1,-5,2,103,-1,0.2,.,-0.2,0,1,-2
CC(C)C(NS(=O)(=O)c1cccc2nsnc12)C(=O)N1CCn2c1nc1ccccc12 (centres undefined),-7,-2,100,0,-0.1,0,0.7,12,-1,-5
CCOc1ccccc1N1CCN(C(=O)Nc2cccc(Cl)c2)CC1,.,-7,101,0,-1.0,25,0.1,5,-2,-4
CCN(CC)S(=O)(=O)c1cccc(C(=O)NC2=NCCS2)c1,-29,-1,101,13,-0.1,-2,-0.2,1,-2,-2
O=C1CCCC(=O)C1C(c1ccc(Cl)cc1)C1C(=O)CCCC1=O,-2,3,98,6,-1.3,-5,-0.4,-1,2,-6
CC(=O)c1cccc(-n2nnnc2SCC(=O)Nc2cc(C)on2)c1,-3,0,96,0,0.7,-4,0.0,7,0,3
O=C1C=CC(=O)N1,-5,4,99,-45,-2.6,-12,0.1,14,1,30
COc1ccc(-c2c(C#Cc3ccsc3)c3cc(-c4cccc5[nH]ccc45)ccc3n2C)cc1,-11,-9,98,2,-2.2,-1,-0.6,1,-3,0
S=C(NCCN1CCOCC1)Nc1cccc2ccccc12,-18,-3,98,0,2.6,-3,0.0,-2,2,1
CCN(CC(=O)NC1CCS(=O)(=O)C1)S(=O)(=O)c1cc([N+](=O)[O-])ccc1C (centres undefined),-1,1,102,0,4.3,-4,-0.1,-2,3,2

# Other compounds:
canonical_smiles,CaV13 FRET inh,HTR2A ag,ABCB6 inh 2,Cardio protect,hiPSC survival,Vif imaging,aDG glyco up,PDI turbidity,N-glyco inh,Exocytosis inh
COc1ccc(S(=O)(=O)N2CCCCCC2)cc1C(=O)N1CCCC(C(F)(F)F)C1 (centres undefined),-18,3,90,-3,-0.5,7,0.0,-1,-2,3
COc1ccc(C(CNC(=O)c2ccc(S(=O)(=O)Nc3cccc(C)c3C)cc2)N2CCOCC2)cc1 (centres undefined),-5,-8,101,-12,0.8,-4,0.1,-9,-4,-1
CC1(C)Cc2c(sc3nc(-c4cccs4)n(N)c(=O)c23)CO1,-3,1,93,-23,-0.4,-6,1.3,0,-6,-1
COCCN1C(=O)CCC1(C)c1nnnn1Cc1ccccc1 (centres undefined),-9,-3,97,.,-0.3,.,0.1,.,.,-9
COc1cc(/C=N/Nc2ccc([N+](=O)[O-])cc2S(=O)(=O)N2CCOCC2)cc(OC)c1OC,-5,2,99,-2,1.6,18,-0.2,-2,-5,2
C=CCNC(=O)COC(=O)c1ccc(Cl)c(S(N)(=O)=O)c1,1,12,92,-1,0.2,-2,-0.2,-5,2,3
CCOC(=O)C1CCN(C(=O)CCS(=O)(=O)c2ccc3c(c2)n(C)c(=O)c(=O)n3C)CC1,-2,-1,103,7,2.3,-9,0.1,.,-1,2
O=C1CNC(=O)/C1=C\c1ccc(O)cc1,-2,-2,90,7,4.2,0,-0.2,2,1,2

# Pulled by compound from the list above (two):
canonical_smiles,CaV13 FRET inh,HTR2A ag,ABCB6 inh 2,Cardio protect,hiPSC survival,Vif imaging,aDG glyco up,PDI turbidity,N-glyco inh,Exocytosis inh
O=C1CNC(=O)/C1=C\c1ccc(O)cc1,-2,-2,90,7,4.2,0,-0.2,2,1,2
COc1ccc(S(=O)(=O)N2CCCCCC2)cc1C(=O)N1CCCC(C(F)(F)F)C1 (centres undefined),-18,3,90,-3,-0.5,7,0.0,-1,-2,3

# Next part.
canonical_smiles,CaV13 FRET inh,HTR2A ag,ABCB6 inh 2,Cardio protect,hiPSC survival,Vif imaging,aDG glyco up,PDI turbidity,N-glyco inh,Exocytosis inh
COc1ccc(OCC(=O)N/N=C/c2ccncc2)cc1,-6,0,96,7,-0.2,8,0.0,3,-1,0
CNS(=O)(=O)c1cccc(C(=O)NCC(c2cccs2)N(C)C)c1 (centres undefined),-6,0,96,10,2.7,-3,-0.2,17,1,0
O=C(O)c1cc2c(cc1NC(=O)c1c(F)cccc1F)OCCCO2,-4,-2,102,-2,0.2,-1,-0.1,-2,1,-3
COc1cccc(C(O)c2nc(-c3ccc(F)c(Cl)c3)cs2)c1 (centres undefined),-4,1,92,-14,-2.7,.,-0.1,13,-1,2
